Screens from PubChem.
INS-1E GSIS act: primary screen for activators of insulin secretion dependent on glucose, INS-1E cells, GLuc reporter luminescence | INS-1E GLuc reporter insulin secretion, 2-3 h | 0.61% of 370,000 active | activation, % at 16.6 µM;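 active means lowest replicate activation of at least 40%, so every replicate reaches that level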;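 further: 0% = median of neutral control wells and 100% = median of IBMX positive control wells; some compounds called inactive have numbers as strong as hits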
PglD inh: inhibitors of Campylobacter jejuni PglD acetyltransferase; purified PglD enzyme, DTNB colorimetric CoA detection; inhibition, % at 12.5 µM; 0.098% of 360,000 active; in the data active means inhibition above about 16%, passing the limit was not always enough; further: strong numbers were not always called active
Cneo AK release: Cryptococcus neoformans lysis via adenylate kinase release; lysis activity, % at 15 µM; C. neoformans lysis, adenylate kinase release luminescence, 4 h; normalised: neutral wells 0, clomiphene wells 100; AID 651654; 0.2% of 360,000 active;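 active means mean lysis activity across replicates of at least 80%, whatever share of replicates individually reach that level; inactive means mean lysis activity below 80%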
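Assay system: C. neoformans cells. Amount: yeast cell density of 5 × 10^6 cells/mL. Technique: AK luminescence. Buffer or medium: YPD. Times: static 4 h at 37 °C with compound, 1 h detection. Dosing: single-point compound dose. Read-out: lysis from increased AK signal.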
PGC1a acetyl inh: PGC1a acetylation modulation, inhibitor mode; U2OS PGC1a acetylation, AlphaScreen anti-acetyl-lysine; with virally co-expressed GCN5 acetyltransferase; inhibition, % at 15.6 µM; 0.17% of 350,000 active; AID 651687;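 active means every replicate shows inhibition of at least 40%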;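 further: 0% = neutral control wells and 100% = positive control wells; some results beyond the cut were filed as inactive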
Statin myotox sup: suppression of simvastatin myotoxicity; rescue of ATP level, % at 7.49 µM; 0.78% of 330,000 active; C2C12 myotubes + simvastatin, ATP luminescence, 48 h; scaled: DMSO 0, geranylgeraniol control 100;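 active means mean ATP rescue above about 67%, or every replicate alone reaching that limit, limit read from the data, passing the limit was not always enough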;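 further: myotubes were challenged with 10 µM simvastatin during compound exposure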
LGR2 antag: blocks bursicon-induced cAMP signaling via Drosophila LGR2; 0.35% of 380,000 active; inhibition, % at 9.99 µM; AID 720647; HEK293 LGR2, CRE-luciferase, bursicon-stimulated, 4 h;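 active means drop in luminescence signal, shown as inhibition above about 50% in the replicate tests, limit read from the data, passing the limit was not always enough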;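 further: agonist challenge used bursicon conditioned medium at about half maximal strength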
PAX8 inh HTS: inhibitors of PAX8 transcriptional activity in RMG-I cells | 1.2% of 360,000 active | RMG-I TPO-luciferase reporter, SteadyGlo, 24 h | inhibition, % at 12.6 µM;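 active means mean replicate inhibition at least 60% with every replicate also reaching 60%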;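 further: luciferase light reporting Pax8 driven TPO promoter activity; plate controls were median of neutral control wells for no effect and mitoxantrone controls for full effect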
ARNT-TACC3 inh: ARNT/TACC3 interaction disruption | Q9Y6A5 | AlphaScreen His-ARNT PAS-B/GST-TACC3 binding, luminescence; TACC3 fragment carries E629A point mutation | inhibition, % at 9.99 µM | 0.66% of 390,000 active;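 active means mean inhibition of replicates at least 50% and at least half of replicates each reaching 50%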;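 further: 0% = complete ARNT plus TACC3 wells and 100% = ARNT alone without TACC3; many hits fall short of the cut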
Active calls of the source: *; . = no result given.

Values run as follows: INS-1E GSIS act | PglD inh | Cneo AK release | PGC1a acetyl inh | Statin myotox sup | LGR2 antag | PAX8 inh HTS | ARNT-TACC3 inh
C=CCn1c(COc2ccccc2)nnc1SCC(=O)Nc1ccc2c(c1)OCCO2
    . | -5 | 5 | 5 | 16 | . | . | 6
C[C@@H]1CCCCO[C@@H](CN(C)C(=O)Nc2cccc3ccccc23)[C@H](C)CN([C@@H](C)CO)C(=O)c2cc(NS(=O)(=O)c3ccc(Cl)cc3)ccc2O1
    -30 | 3 | -2 | -10 | 137* | -10 | 40 | 10
O=C1/C(=C/c2ccccn2)SC(=S)N1N1CCOCC1
    14 | . | . | 2 | . | 6 | 7 | -2
Cc1nc(-c2ccccc2)nc(Cl)c1Cl
    -3 | . | . | -1 | 2 | . | -4 | -4
CC(C)C#Cc1ccc2c(c1)O[C@@H](CN(C)C(=O)NC(C)C)[C@@H](C)CN([C@H](C)CO)S2(=O)=O
    -8 | -1 | -1 | -15 | 40 | 12 | 4 | 2
COc1ccc(NC(=O)Nc2cccc3c2O[C@@H](CN(C)C)[C@H](C)CN([C@@H](C)CO)C3=O)cc1
    25 | 5 | -6 | 11 | 12 | -28 | -6 | -1
CO[C@@H](CN(C)C(=O)c1cc(Cl)cc(Cl)c1)[C@H](C)CN(C(=O)Nc1ccc(F)cc1)[C@@H](C)CO
    -15 | -2 | -10 | 8 | -1 | 13 | . | -1
CCCC#Cc1ccc([C@@H]2[C@@H](C#N)N(C(=O)C3CCCCC3)[C@@H]2CO)cc1
    -2 | -2 | -2 | 3 | 23 | -4 | 27 | -14
O=C(CSc1nnc(CNC(=O)c2cccc(C(F)(F)F)c2)o1)NCc1ccco1
    5 | 3 | -1 | . | 0 | -3 | 9 | -10
CCCC(=O)NCCCc1nc2ccccc2n1C(C)C
    16 | -1 | 9 | . | 13 | 7 | -3 | -3

Part of the list above, tab-delimited:
structure	INS-1E GSIS act	PglD inh	Cneo AK release	PGC1a acetyl inh	Statin myotox sup	LGR2 antag	PAX8 inh HTS	ARNT-TACC3 inh
COc1ccc(NC(=O)Nc2cccc3c2O[C@@H](CN(C)C)[C@H](C)CN([C@@H](C)CO)C3=O)cc1	25	5	-6	11	12	-28	-6	-1
CO[C@@H](CN(C)C(=O)c1cc(Cl)cc(Cl)c1)[C@H](C)CN(C(=O)Nc1ccc(F)cc1)[C@@H](C)CO	-15	-2	-10	8	-1	13	.	-1

Next section
Values run as follows: INS-1E GSIS act | PglD inh | Cneo AK release | PGC1a acetyl inh | Statin myotox sup | LGR2 antag | PAX8 inh HTS | ARNT-TACC3 inh
O=C(O)CCn1cc(/C=N/O)c(-c2cccc([N+](=O)[O-])c2)n1
    6 | . | . | 2 | . | -7 | -5 | -1
COc1ccccc1N1CCN(C(=O)c2ccc3[nH]c(C)c(C)c3c2)CC1
    -12 | -2 | -2 | . | -188 | 0 | 25 | -1
COc1ccc(CCNC(=O)CCNS(=O)(=O)c2cccc(Cl)c2)cc1OC
    4 | . | . | -3 | 3 | 15 | 9 | 4
Cc1ccc(C)c(N2CCN(C(=O)CN3C(=S)NC(C)(C)CC3C)CC2)c1 (configuration not stated)
    16 | . | . | -8 | . | 19 | -16 | -1
CCOc1ccccc1CN1CCN(CC2CC2)CC1CCO (configuration not stated)
    -6 | 0 | -3 | -4 | 23 | 9 | 27 | 15
COc1ccc2nc(-c3ccccc3)nc(SC)c2c1
    21 | 1 | 1 | -8 | -14 | -31 | -29 | -7
CCc1oc2ccccc2c1C(=O)CCN1CCCCC1
    . | 2 | -2 | -2 | -24 | . | . | -1
COc1ccc(-c2nnn3c2nc(NCc2ccccc2)c2ccccc23)cc1
    -1 | -9 | -1 | -5 | . | . | 11 | 2
Cc1cc(C(F)F)n2nc(C(=O)Nc3cc(C)on3)nc2n1
    . | 2 | -3 | -4 | -8 | . | . | -4
CCCNC(=O)c1onc(CSc2ccccc2)c1C(=O)NCCC
    -6 | -5 | -2 | -4 | 22 | -8 | -18 | -12
CCOc1cc2[nH]c(=S)n(CCC(=O)NC3CCCCC3)c(=O)c2cc1OCC
    11 | -3 | 0 | -9 | -3 | 7 | -5 | .
COc1ccc(NC(=S)NCCc2ccccc2OC)c(OC)c1
    . | -3 | 4 | -6 | -19 | . | 3 | 7
Cc1ccc(N2C(=O)c3ccccc3C2C(=O)c2ccc(C)c(C)c2O)cc1 (configuration not stated)
    -6 | . | . | -3 | 1 | 5 | -8 | 1
CO[C@@H]1CN(C)C(=O)c2cc(NC(=O)c3cccc(Oc4ccccc4)c3)ccc2OC[C@@H](C)NC[C@@H]1C
    -10 | . | . | -4 | -37 | 2 | . | .
O=C(c1ccc(S(=O)(=O)N2CCCCC2)cc1)N(c1ccccn1)C1CCCCC1
    5 | . | . | -7 | 3 | -7 | 9 | -12
C[C@H]1CN([C@@H](C)CO)C(=O)c2cc(/C=C/c3ccccc3)cnc2O[C@@H]1CN(C)S(C)(=O)=O
    -10 | 1 | 3 | -1 | 2 | 13 | . | 14
O=C(c1ccc2c(c1)OCO2)N1CC2(C1)[C@@H](c1ccccc1)[C@@H](CO)N2C(=O)C1CCC1
    11 | . | . | 6 | . | 7 | 5 | .
COc1ccc2cc(CCl)c(Cl)nc2c1
    24 | . | . | . | . | -3 | -11 | -8
Cc1nc([N+](=O)[O-])nn1C12CC3CC(CC(Br)(C3)C1)C2
    . | 2 | -6 | . | 2 | . | . | 4
C[C@@H]1CCCCO[C@H](CN(C)Cc2ccc(C(F)(F)F)cc2)[C@@H](C)CN([C@H](C)CO)C(=O)c2cc(NC(=O)Nc3cccc4ccccc34)ccc2O1
    4 | -3 | -2 | -3 | . | -25 | 18 | 1
Cc1c(NC(=O)c2ccc(CN3CCc4ccccc4C3)cc2)c(=O)n(-c2ccccc2)n1C
    2 | -2 | 2 | 0 | 4 | . | -5 | 1
C[C@H](NC(=O)C[C@H]1C=C[C@@H](NS(=O)(=O)c2cccc(F)c2)[C@@H](CO)O1)c1ccccc1
    2 | -2 | 2 | -3 | -8 | 16 | 0 | -9
O=[N+]([O-])c1ccc(C=Nc2ccc(Cl)c([N+](=O)[O-])c2)s1
    10 | . | . | -7 | -81 | -1 | -4 | 2
C[C@H]1CN([C@@H](C)CO)C(=O)c2cc(NS(=O)(=O)c3ccccc3)ccc2O[C@@H]1CN(C)Cc1ccc(-c2ccccc2)cc1
    -3 | 0 | 2 | 1 | 15 | -7 | 3 | 0
O=C(NCCS(=O)(=O)c1ccc(Cl)cc1)c1ccc(F)cc1
    10 | . | . | -2 | . | -32 | 5 | 2
COc1cc2c(cc1OC)C(C)N(C(=O)c1cc3c(C)cc(C)cc3[nH]1)CC2 (configuration not stated)
    -15 | -8 | -1 | -3 | . | 8 | 35 | 8
COc1ccc(CN(C)C[C@@H]2Oc3c(NC(=O)C4CCCCC4)cccc3C(=O)N([C@H](C)CO)C[C@H]2C)cc1
    -14 | 0 | 6 | -3 | 1 | -9 | 64* | -1
CCOC(=O)C1(C)CCN1C(=O)c1ccc(SC(F)(F)F)cc1 (configuration not stated)
    3 | -2 | 2 | -7 | -6 | 1 | -12 | .
CC(=O)Nc1sc(C)c(C)c1C(=O)OCC(=O)NCc1ccccc1
    16 | 1 | 0 | . | 4 | -9 | 17 | -2
COc1ccc(-c2cn(-c3ccc(Br)cc3)c3[n+]2CCS3)cc1
    -26 | -5 | -2 | -2 | -163 | 7 | 65* | 1
COc1ccc(OCC(O)CNC(=O)c2c(-c3ccccc3)noc2C)cc1 (configuration not stated)
    . | 3 | 3 | 1 | 7 | . | -19 | -8
OC1(c2cccc(C(F)(F)F)c2)CCN(c2ccc(-c3ccccc3)nn2)CC1
    15 | 2 | 0 | 6 | -50 | -84 | . | -10
CCOC(=O)c1n[nH]c(=O)c2ccccc12
    22 | 0 | 8 | 1 | . | -28 | 4 | .
CC(=NNC(=O)c1ccncc1)c1ccccc1O
    22 | -6 | 0 | 14 | 1 | -8 | -1 | 61*
Cc1cc2oc(=O)cc(COC(=O)c3n[nH]c4ccccc34)c2cc1C
    17 | 1 | 3 | 11 | 8 | -57 | . | 25
Cn1c(-c2cc3ccc(OC(=O)C(C)(C)C)cc3oc2=O)nc2ccccc21
    . | 1 | 7 | 0 | -10 | . | -111 | -7
O=C(CCCCC(=O)OC1CCCCC1)OC1CCCCC1
    . | -1 | 4 | -9 | -1 | 0 | -4 | -10
COc1cc(/C=C2/C(=N)N3N=C(CC(=O)N4CCOCC4)SC3=NC2=O)ccc1OCc1ccccc1F
    . | 0 | -1 | 5 | 14 | . | . | -1
C[C@@H]1CN([C@@H](C)CO)C(=O)c2cc(NC(=O)Cc3ccccc3)ccc2O[C@@H]1CN(C)CC1CC1
    5 | -1 | -6 | . | 23 | 11 | 9 | 14
COc1cccc(-c2nc(CS(=O)CC(=O)NCc3ccc(F)cc3)c(C)o2)c1 (configuration not stated)
    -16 | 4 | -12 | 8 | 10 | -11 | 10 | -7
CCOc1ccc(CN(C)CC(=O)Nc2ccc3c(c2)CCC3)cc1OC
    -28 | 0 | 2 | . | . | -14 | 29 | 2
Nc1cc2c(cc1C(=O)c1ccccc1F)OCCO2
    6 | -5 | -1 | . | -3 | -4 | -9 | 0
CCCCN(C(C)=O)c1c(CC)nc2ccc(C(=O)NCCc3ccccn3)cn12
    -3 | 3 | -2 | -2 | 1 | -6 | -11 | .
Cc1noc(C)c1NC(=O)N(C)C[C@H]1Oc2c(NC(=O)c3ccncc3)cccc2C(=O)N([C@@H](C)CO)C[C@@H]1C
    13 | 0 | 1 | 16 | 27 | -15 | . | 0
CC1(C(=O)Nc2cccc(C#N)c2)CCN1C(=O)c1ccccc1CCc1ccccc1 (configuration not stated)
    7 | -3 | 0 | -18 | -7 | 19 | 15 | .
CC(=O)Nc1nnc(CCS(=O)(=O)c2ccc(C)c(C)c2)s1
    0 | 5 | -1 | 0 | -4 | -6 | -4 | .
Cc1noc(C)c1NC(=O)Nc1ccc2c(c1)C(=O)N([C@@H](C)CO)C[C@@H](C)[C@@H](CN(C)Cc1ccc(Cl)c(Cl)c1)O2
    -23 | . | . | -4 | 42 | 30 | -21 | .
O=C(Nc1ccc2c(c1)OCO2)C1CCCN(S(=O)(=O)Cc2ccccc2)C1 (configuration not stated)
    . | 3 | -1 | 11 | -22 | . | 13 | 23
C[C@H](CO)N1C[C@H](C)[C@@H](CN(C)C(=O)C2CC2)Oc2cc(-c3cncnc3)ccc2S1(=O)=O
    -9 | . | . | 6 | 1 | 13 | . | .
O=C(CSc1nc2ccccc2[nH]1)Nc1ccccc1F
    -21 | -4 | 1 | -3 | -15 | -3 | . | -4

With a hit mark in ARNT-TACC3 inh, among the entries above:
| smiles | INS-1E GSIS act | PglD inh | PGC1a acetyl inh | LGR2 antag | ARNT-TACC3 inh |
| --- | --- | --- | --- | --- | --- |
| CC(=NNC(=O)c1ccncc1)c1ccccc1O | 22 | -6 | 14 | -8 | 61* |

Further records:
Values run as follows: INS-1E GSIS act | PglD inh | Cneo AK release | PGC1a acetyl inh | Statin myotox sup | LGR2 antag | PAX8 inh HTS | ARNT-TACC3 inh
Cc1nnc(NC(=O)c2ccccc2F)s1
    65 | -1 | 1 | 5 | 16 | -18 | . | 6
Cc1[nH]c2ccccc2c1C(=O)CN1CCN(c2ccc(Cl)cc2)CC1
    -40 | 3 | 0 | . | 6 | -3 | 9 | -4
COc1ccc(C(CNC(=O)CCNS(=O)(=O)c2ccc(Br)cc2)N2CCCC2)cc1 (configuration not stated)
    0 | -3 | 0 | -8 | -25 | -5 | . | 9
CCCC#Cc1ccc([C@H]2[C@H]3CN(Cc4cccnc4)CCCCN3[C@H]2CO)cc1
    2 | 3 | 0 | 3 | -8 | -10 | 3 | 7
